HTT aggregate – qHTS Multiplex Assay to Identify Dual Action Probes in a Cell Model of Huntington: Aggregate Formation (GFP); AID 1688, 2009; Potency, µM (highest dose often 46.1 µM), for the others: at the top dose activity change, negative = inhibition, most hits filed as inhibitors; 220,000 tested, 1.1% active; PC12 HttQ103-GFP aggregates, Acumen cytometry, 40 h; also: potency is read from the fitted curve at half-maximal effect; % is scaled to controls: 0 for no effect and ±100 for the full control effect; nearly all actives have a fitted effect of over 60% in size
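Aggregate formation scored by laser-scanning cytometer (488 excitation, 500–530 emission) in lysed PC12 cells expressing Q103-GFP after 100 nM tebufenozide induction; library tested in dose series, with ATPLite reagent added in the multiplex.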
GAA glycogen – qHTS Assay for Inhibitors and Activators of Human alpha-Glucosidase Cleavage of Glycogen | recombinant GAA, glycogen substrate, Amplex Red glucose oxidase fluorescence | Potency, µM (titrated, usually from 76.4 µM), for inactives: at the top dose activity change, negative = inhibition, actives largely listed as inhibitors | 300,000 tested, 0.38% active;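 also: potency is read from the fitted curve at half-maximal effect; 0% = full enzyme reaction and -100% = no-enzyme basal signal; the screen sought inhibitors and activators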
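Recombinant enzyme (4 nM final) with compounds titrated up to 77 uM and bovine liver glycogen (30 ug) in citrate pH 5.0, 0.01% Tween-20, 37 C 40 min. Released glucose detected by Amplex Red/glucose oxidase (Ex 573/Em 610); AC50 from Hill fits.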
HTT cytoprotect – qHTS Multiplex Assay to Identify Dual Action Probes in a Cell Model of Huntington: Cytoprotection (ATP). PC12 HTT-Q103 induced, cytoprotection, ATP luminescence, 40 h. Potency, µM (top dose mostly 56.4 µM), inactives show cytoprotection (ATP increase), hits mostly activators. 230,000 tested, 0.14% active. AID 1471, 2008;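 also: potency is read from the fitted curve at half-maximal effect; % of control where 0% means no effect; nearly all actives have a fitted effect of over 45% in size; toxic huntingtin expression switched on by the ecdysone agonist tebufenozide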
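Huntington model: PC12 line, ecdysone-inducible HTTQ103 exon1–GFP, tebufenozide 100 nM. Test articles in a dose series. Endpoint luminescence from cellular ATP.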
GAA inh – qHTS Assay for Inhibitors of Human alpha-Glucosidase as a Potential Chaperone Treatment of Pompe Disease. Lysosomal alpha-glucosidase (Homo sapiens), P10253. purified human GAA, 4-MU-alpha-glucoside fluorescence. Potency, µM (series often up to 76.9 µM), inactives show at the highest dose activity change, negative = inhibition, actives largely listed as inhibitors. 200,000 tested, 0.005% active;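 also: potency is read from the fitted curve at half-maximal effect; plate controls were uninhibited enzyme wells for no effect and no-enzyme background for full effect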
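qHTS format, compound range up to 77 uM. Human lysosomal enzyme at 4 nM, 400 uM 4-MU glucoside substrate, pH 5.0, 20 min room temperature; fluorescence after alkaline stop gives activity normalized to controls.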
GAA spleen mod – qHTS Assay for Inhibitors and Activators of Human alpha-Glucosidase From Spleen Homogenate. AID 2112, 2009. 240,000 tested, 0.006% active. Potency, µM (highest dose often 79.9 µM), without a hit: at the highest dose activity change, negative = inhibition, hits mostly inhibitors. human spleen homogenate, 4-MU-alpha-glucoside fluorescence;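 also: potency is read from the fitted curve at half-maximal effect; 0% = enzyme with vehicle and -100% = no enzyme basal signal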
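AC50 values come from Hill-equation fits of concentration-response data, normalized to no-enzyme and full-activity controls. Enzyme source: 1 ug human spleen homogenate; 1 mM fluorogenic 4-MU glucoside, pH 5.0 citrate buffer, 37 C, 40 min.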
CBFb RUNX1 block – qHTS Assay for Compounds Blocking the Interaction Between CBF-beta and RUNX1 for the Treatment of Acute Myeloid Leukemia | AlphaScreen CBFb-His/RUNX1-biotin binding, biochemical | Potency, µM (titrated, usually from 59.8 µM), for inactives: at the highest dose activity, negative = inhibition, actives largely listed as inhibitors | AID 1477, 2009 | 230,000 tested, under 10 active; also: % of control where 0% means no effect
Target sequence (Q01196 whole entry, looked up): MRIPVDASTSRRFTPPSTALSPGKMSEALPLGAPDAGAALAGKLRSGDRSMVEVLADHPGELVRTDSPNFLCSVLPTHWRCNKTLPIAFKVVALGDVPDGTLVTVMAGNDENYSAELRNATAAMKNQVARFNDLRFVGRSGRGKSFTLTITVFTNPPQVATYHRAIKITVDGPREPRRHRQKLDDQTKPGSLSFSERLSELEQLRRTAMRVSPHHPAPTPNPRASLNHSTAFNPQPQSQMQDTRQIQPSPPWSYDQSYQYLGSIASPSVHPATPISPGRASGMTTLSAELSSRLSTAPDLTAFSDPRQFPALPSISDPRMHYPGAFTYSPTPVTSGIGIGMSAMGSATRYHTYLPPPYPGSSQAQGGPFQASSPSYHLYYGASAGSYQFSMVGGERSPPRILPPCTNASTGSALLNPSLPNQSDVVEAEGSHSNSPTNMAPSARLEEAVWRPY
Target sequence (Q13951 whole entry, looked up): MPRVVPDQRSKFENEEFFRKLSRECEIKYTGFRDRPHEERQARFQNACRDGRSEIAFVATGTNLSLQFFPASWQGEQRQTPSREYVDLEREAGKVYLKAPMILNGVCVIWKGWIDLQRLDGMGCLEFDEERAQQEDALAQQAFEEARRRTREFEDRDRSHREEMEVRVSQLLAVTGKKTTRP
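Interaction loss through any mechanism counts as activity. Pre-formed complex of His-CBF-beta and biotin-RUNX1 (30 nM apiece) is incubated with compound 15 min, then with 50 ng nickel and 50 ng streptavidin beads for 90 min before AlphaScreen detection.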
LMNA splice mod – qHTS Assay for Modulators of Lamin A Splicing; HeLa LMNA splicing GFP/RFP minigene ratio, 48 h; Potency, µM (top dose mostly 46.1 µM), without a hit: top-dose ratio change, negative = inhibition, actives largely listed as inhibitors; 200,000 tested, 0.01% active; active = well fitted inhibition curve with a large enough effect in the signal ratio, with a control signal flat, not every such curve was filed as active; inconclusive = small, poorly fitted or top-dose-only effect, or effect the other way, or a change in a side signal; the % refers to the signal ratio; also: potency is read from the fitted curve at half-maximal effect; % is scaled to controls: 0 for no effect and ±100 for the full control effect
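S3 HeLa cells stably expressing lamin A-EGFP splicing minigene plus DsRed2, 600 cells/well, 48 h compound exposure at 37C. Laser-scanning cytometry; analysed as GFP (500-530 nm)/RFP (575-640 nm) total intensity ratio; 0.5% DMSO vehicle.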
Active calls of the source: *; ? = inconclusive; · = no result given; [ ] = dose if it differs, or a comment. Unless noted, calls follow the shape of the dose curve; as a rule, active = well fitted curve in the direction sought with a large enough effect; inconclusive = small, poorly fitted or top-dose-only effect, or another doubt; inactive = no such curve, though single readings can be large; an effect the other way counts as inactive or inconclusive.

entry	canonical_smiles	HTT aggregate	GAA glycogen	HTT cytoprotect	GAA inh	GAA spleen mod	CBFb RUNX1 block	LMNA splice mod
1	O=C(CN1CCN(c2cccc(Cl)n2)CC1)N1CC(O)CO1 (stereo not drawn)	18%	-15%	5%[10 µM]	?	3%	-5%	?
2	CSc1ccccc1NC(=O)C1CC(c2ccccc2O)=NO1 (stereo not drawn)	12%	-4%	6%	-2%	-3%	10%	?
3	CCn1c2ccccc2c2cc(NC(=O)CNC)ccc21	-17%[9.22 µM]	-3%	-4%[10 µM]	1%	12%	14%	17%[46 µM]
4	Cc1ccc(C(=O)O)cc1-n1c(C)cc(C=O)c1C	1%[9.22 µM]	-6%	9%[10 µM]	13%	8%	-2%	·
5	COc1cc(OC)cc(C(=O)O/N=C(\N)c2ccccn2)c1	33%[9.22 µM]	5%	39%[10 µM]	·	5%	5%	·
6	O=C(O)Cn1cnc2scc(-c3cccs3)c2c1=O	-10%	-3%	7%	-6%	8%	4%	3%
7	CCOC(=O)c1c(/N=C/c2ccc(C)cc2O)sc2c1CCN(C)C2	7%[9.22 µM]	2%	29%[10 µM]	·	0%	4%	·
8	CCOCCn1c(SCC)nc2c1c(=O)[nH]c(=O)n2C	-25%	10%	11%[10 µM]	7%	5%	9%	-4%
9	COc1cc(-n2c(=O)c3ccccc3n(CC(=O)c3ccc(F)cc3)c2=O)cc(OC)c1OC	-7%	0%	2%	-10%	1%	1%	5%[46 µM]
10	Cc1ccc(C)c(S(=O)(=O)NCCCn2ccnc2)c1	-21%	0%	2%[10 µM]	-1%	-9%	-5%	-15%
11	COc1ccc(Cl)c(Cn2c(NCCCO)nc3c2c(=O)n(C)c(=O)n3C)c1	4%	1%	-8%	1%	3%	0%	3%
12	CCn1c2ccccc2c2cc(/C=N/n3c(-c4cc(C)[nH]n4)n[nH]c3=S)ccc21	-3%[9.22 µM]	-20%	9%[10 µM]	-2%[15.4 µM]	-1%	-18%	·
13	CN1CCC(=C2c3ccccc3Sc3ccccc32)CC1	?	·	-142%[inhibitor]	·	-12%	?	-15%
14	COc1ccc(NC(=O)COc2ccc(CNCCCN3CCOCC3)cc2OC)cc1	0%	-18%	-14%	0%	-5%	-6%	7%
15	C=CCn1cnc2scc(-c3ccc(CC)cc3)c2c1=O	-14%	1%	-43%[inhibitor]	-1%	-5%	4%	10%

Numbers 1 through 3, quoted:
entry	canonical_smiles	HTT aggregate	GAA glycogen	HTT cytoprotect	GAA inh	GAA spleen mod	CBFb RUNX1 block	LMNA splice mod
1	O=C(CN1CCN(c2cccc(Cl)n2)CC1)N1CC(O)CO1 (stereo not drawn)	18%	-15%	5%[10 µM]	?	3%	-5%	?
2	CSc1ccccc1NC(=O)C1CC(c2ccccc2O)=NO1 (stereo not drawn)	12%	-4%	6%	-2%	-3%	10%	?
3	CCn1c2ccccc2c2cc(NC(=O)CNC)ccc21	-17%[9.22 µM]	-3%	-4%[10 µM]	1%	12%	14%	17%[46 µM]

(listing goes on)
entry	canonical_smiles	HTT aggregate	GAA glycogen	HTT cytoprotect	GAA inh	GAA spleen mod	CBFb RUNX1 block	LMNA splice mod
16	COCCNc1ccc(N2C(=O)CCCC2=O)cc1[N+](=O)[O-]	26%	23%	-20%	3%	-3%	-5%	-1%[46 µM]
17	COc1ccc2c(c1OC)C(=O)N(c1ccc(O)cc1)C2=O	-6%[9.22 µM]	13%	1%[10 µM]	·	-1%	15%	·
18	Cc1ccn2cc(C(=O)Nc3ccc4c(c3)OCCO4)nc2c1	13%	1%	-90%[inhibitor]	10%	-2%	4%	-9%
19	N#Cc1c(NC(=O)CSc2nc(N)cc(=O)[nH]2)sc2c1CCCCCC2	?	0%	-4%[10 µM]	-1%	-2%	-9%	?
20	CC(=O)N1CCN=C1SCc1ccccc1Cl	12%	6%	-3%	-7%	-2%	-1%	-13%
21	O=C(NC(NC(=S)N1CCOCC1)C(Cl)(Cl)Cl)c1ccc(Cl)cc1 (stereo not drawn)	?	7%	-19%[10 µM]	-5%	-2%	4%	-28%
22	CCCCn1c(NC(C)=O)c(C#N)c2nc3ccccc3nc21	17%	4%	-28%	3%	3%	0%	?
23	Cc1cc(C)cc(Nc2c(F)c(F)c(F)c(F)c2C(=O)O)c1	-10%	-1%	-14%	-2%	-6%	1%	·
24	COC1=NS(=O)(=O)c2ccccc21	-2%	-7%	23%[10 µM]	11%	-6%	4%	-7%
25	Cc1nnc(NC(=O)c2ccc(S(=O)(=O)C(F)F)cc2)s1	-14%[9.22 µM]	6%	-30%[10 µM]	-9%	1%	6%	·
26	O=C(Nc1ccccc1)N1CCCc2ccccc21	-8%	-9%	-17%[10 µM]	-9%	-1%	6%	2%
27	COc1ccc(-c2cc(C(=O)N3CCCc4ccccc43)no2)cc1OC	24%	0%	-27%	-5%	-10%	0%	2%
28	O=C(NCCN1CCCCC1)Nc1ccccc1	-4%	1%	12%	-2%	-7%	2%	-7%
29	O=C(CCc1ccc(S(=O)(=O)NCc2ccccc2)cc1)NCc1ccco1	4%	-1%	·	-12%	6%	5%	?
30	N/C(=N\OC(=O)CN1C(=O)c2ccccc2C1=O)c1ccc(Cl)cc1	17%	6%	-2%	0%	0%	4%	10%[46 µM]
31	Fc1ccc(Cn2nnc(-c3ccc(CN4CCOCC4)cc3)n2)cc1	0%	3%	-11%	-11%	-5%	4%	-7%
32	COc1ccc(-c2ccc(SCC(=O)NCc3ccc4c(c3)OCO4)nn2)cc1OC	18%	-12%	·	-13%	2%	7%	·
33	Cc1nc(SCC(N)=O)c(C#N)c(C)c1C	-8%[9.22 µM]	3%	-13%[10 µM]	·	-5%	14%	·
34	CCCCC(=O)Nc1ccc(C(=O)OC2CCCCC2)cc1	?	-6%	-34%	-1%	-10%	15%	2%
35	Cc1ccc(N=C2NC(=O)/C(=C/c3cccnc3)S2)cc1C	6%[9.22 µM]	3%	14%[10 µM]	·	4%	6%	·
36	O=C(NNC(=O)c1sccc1-n1cccc1)c1cccc(Cl)c1	?	-23%	14%[10 µM]	?	-1%	9%	-16%
37	O=C(c1cccs1)N1CCC(N2CCN(c3ccccc3)CC2)CC1	-3%	1%	4%	-7%	2%	16%	-8%
38	COc1cc([N+](=O)[O-])cc(/C=N/NC(=O)C(C)Nc2cccc(C)c2)c1O (stereo not drawn)	10µM*	11%	25%[10 µM]	-13%	-3%	3%	?
39	CCCc1nnc(SCC(=O)Nc2ccc(OC)cc2)n1N	-1%	9%	-8%[0.074 µM]	4%	-11%	14%	9%
40	CCOC(=O)C(C)n1cnc2c(nnn2Cc2ccc(C)cc2)c1=O (stereo not drawn)	6%	1%	13%[10 µM]	2%	8%	3%	-11%
41	Cc1ccc(CC2CC(=O)N(c3ccc4c(c3)OCCO4)C2=O)cc1 (stereo not drawn)	2%	0%	6%	-11%	-17%	2%	-4%
42	O=C(Nc1cccnc1)c1ccco1	13%	4%	3%[10 µM]	0%	-3%	1%	?
43	CCC(C)(C)C(=O)Nc1cc([N+](=O)[O-])ccc1F	?	6%	4%[10 µM]	?	-1%	-6%	-1%
44	CC(=O)N1CC=CC1(CC(C)C)C(=O)NCc1ccc(C)o1 (stereo not drawn)	·	·	-40%[inhibitor]	·	1%	5%	·
45	COc1ccc(C)cc1Nc1nc(-c2c(C)[nH]c3ccccc23)cs1	23%	9%	17%[10 µM]	1%	-8%	-25%	-15%
46	CC[C@@H](c1ccccc1)n1c(=O)n2n(c1=O)[C@H]1[C@H](O)[C@H]3O[C@@H]3/C(=N/OC/C=C(\C)CCC=C(C)C)[C@@H]1CC2	·	·	1%[10 µM]	·	2%[17.4 µM]	1%[13.1 µM]	·
47	O=C(NCC1OCCc2ccccc21)c1ccc(NC(=O)c2ccc(Cl)cc2)cc1 (stereo not drawn)	-26%	13%	11%[10 µM]	-3%	-3%	5%	10%
48	CCc1nc(N2CCCC2)c(C#N)c2c1CCCC2	-21%	5%	-42%[inhibitor]	?	0%	4%	4%
49	CCOC(=O)Cn1nc(C)c(NC(=O)COc2ccc([N+](=O)[O-])c(C)c2)c1C	0%	4%	?	-3%	-5%	4%	5%[46 µM]
50	CCC(C)Nc1nc(Cl)nc(NCCOc2ccccc2)n1 (stereo not drawn)	-15%	-2%	1%[10 µM]	4%	9%	-1%	-4%
51	CCN(CC)CCSc1nnc(Nc2ccccc2)n1-c1ccccc1	13%	0%	-11%	-7%	-3%	-5%	-9%[46 µM]
52	Cc1cc(C)c(NC(=O)CN)c(C)c1	3%	-11%	14%[10 µM]	10%	-12%	0%	?
53	Cc1ccc(NN=Nc2nc3c([nH]2)c(=O)n(C)c(=O)n3C)cc1	-16%	?	-6%[10 µM]	0%	-7%	-5%	-3%
54	CCN(CC)S(=O)(=O)c1ccc(Cl)c(C(=O)NC)c1	-11%	1%	-12%[10 µM]	-6%	-1%	5%	4%
55	COc1ccc(C(=O)NCc2ccccn2)cc1	0%	-10%	16%[10 µM]	-8%	-7%	8%	-12%
56	CNCC(=O)NCC(=O)N[C@@H](Cc1ccccc1)C(=O)N[C@@H](CC(C)C)C(=O)O	·	·	-14%	·	4%	-14%	·
57	Nn1cnnc1N/N=C/c1cc([N+](=O)[O-])c(Cl)cc1Cl	-11%	-19%	-18%	0%	5%	-6%	4%
58	CC(/C=N/NC(=O)c1cc(-c2cccnc2)nc2c1c(C)nn2-c1ccccc1)=C\c1ccccc1	?	-8%	-8%[10 µM]	-4%	2%	2%	-9%

Screening results from PubChem BioAssay.
